PKA-R2B activ: PKA-R2B complex activation. activation, % at 11.4 µM. PKA-R2B holoenzyme dissociation, Cy5-IP20 fluorescence polarization; R2B truncated from residue 108, S112A mutant; 0% DMSO only, 100% 113 µM cGMP. P22694+P31323. 0.079% of 340,000 active. AID 504700;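 active = activation above a cutoff set at the mean over all compounds plus 3 SD, cut at about 18% in these data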;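 note: higher means more holoenzyme dissociation and a rise in polarization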
Target sequence (P31323 whole entry, looked up, other chains not shown, the tested form may be a part): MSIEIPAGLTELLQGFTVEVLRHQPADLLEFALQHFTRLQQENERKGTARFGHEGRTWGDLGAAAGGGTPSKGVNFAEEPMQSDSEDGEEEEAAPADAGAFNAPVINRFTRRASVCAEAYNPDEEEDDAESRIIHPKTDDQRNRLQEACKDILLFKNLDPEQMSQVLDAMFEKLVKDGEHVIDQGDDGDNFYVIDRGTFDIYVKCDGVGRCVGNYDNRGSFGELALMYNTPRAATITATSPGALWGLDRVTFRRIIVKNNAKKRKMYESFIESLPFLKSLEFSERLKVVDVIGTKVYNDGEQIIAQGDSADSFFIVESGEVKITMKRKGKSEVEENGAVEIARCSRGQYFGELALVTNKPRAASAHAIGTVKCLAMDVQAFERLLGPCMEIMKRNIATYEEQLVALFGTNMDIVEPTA
MOR-DOR ag: agonists of human mu-delta opioid receptor heterodimerization; P35372+P41143; cells, OPRM1-OPRD1 heterodimerization, luminescence; activation, % at 9.3 µM; 0.3% of 340,000 active; AID 504326; in the data active = activation above about 18%;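 note: 0% = vehicle-treated cells and 100% = reference agonist; values of inactives mirror those of a sister screen read the other way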
Pemphigus Ab inh: inhibitors of pemphigus antibody binding to human desmoglein-3. binding (percent of control), % at 10 µM. P32926. 0.48% of 310,000 active. AID 588358. DSG3-coupled beads, scFv-anti-DSG3-GFP binding, flow cytometry; active compounds read low;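 active = binding more than 3 SD below its plate's average and above zero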;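 note: hits lower antibody fragment binding to DSG3; some compounds called inactive have numbers as strong as hits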
HTR5A ag: counter-screen for OPRM1-OPRD1 agonists: human HTR5A agonism | AID 504692 | P47898 | activation, % at 9.3 µM | 0.61% of 340,000 active | HTR5A agonist assay, luminescence, cell-based; in the data active = activation mostly above about 9.5%, no sharp cut-off; inactive = mostly below about 7.6%;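 note: 0% = cells with vehicle only and 100% = reference agonist; strong numbers were not always called active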
HTR5A inv ctr: inverse agonist of human HTR5A in OPRM1-OPRD1 counter-screen; HTR5A cell line, luminescence, inverse agonism; inhibition, % at 9.3 µM; 0.083% of 340,000 active; in the data active = inhibition mostly above about 23%, no sharp cut-off; inactive = mostly below about 18%;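 note: 0% = cells with DMSO and 100% = no-cell wells with DMSO; some compounds called inactive have numbers as strong as hits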
Arr AP2 block: human beta-arrestin and AP2 interaction inhibition; FITC-arrestin peptide / GST-AP2 beads, flow cytometry; AP2 beta2 appendage carries R879A mutation; inhibition, % at 10 µM; 0.31% of 340,000 active; AID 504490;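 active = inhibition above a set limit, near 3 SD of compounds lacking own fluorescence, cut at about 54% in these data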;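 note: plate controls were DMSO wells for no effect and 5 µM unlabelled arrestin peptide for full effect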
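Test system: GST-tagged AP2 beta2-adaptin appendage (R879A) on 4 µm glutathione beads; also added: fluorescein-tagged arrestin peptide at 50 nM final; timing: 12 min plus 1 h, RT; signal: flow cytometry, FL1 (488/535 nm); read-out: percent drop in bead-associated FITC signal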
MOR-DOR inv ag: mu-delta opioid heterodimer inverse agonism. P35372+P41143. cell-based MOR-DOR heterodimer luminescence. inhibition, % at 9.3 µM. 0.21% of 340,000 active. AID 504357; in the data active = inhibition above about 22%, passing the limit was not always enough;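 note: 0% = cells with DMSO and 100% = wells without cells with DMSO; values of inactives mirror those of a sister screen read the other way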
PKA-R1A act: PKA-R1A complex activation | activation, % at 11.4 µM | PKA-R1A dissociation, Cy5-IP20 fluorescence polarization; scaled: DMSO 0%, 113 µM cGMP 100% | 0.083% of 340,000 active | P00514+P68181;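 active = percent activation above the mean of all tested compounds plus 3 SD, cut at about 19% in these data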;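 note: higher means more PKAc released from R1A so a rise in polarization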
DAGLB inh: blocks human DAGLB lipase activity | Q8NCG7 | HEK293T DAGLB membrane lysate, EnzChek fluorogenic substrate | inhibition, % at 5.17 µM | 0.059% of 340,000 active | AID 504411; in the data active = inhibition above about 34%;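 note: 0% = enzyme with vehicle and 100% = wells lacking enzyme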
Target sequence (Q8NCG7 whole entry, looked up): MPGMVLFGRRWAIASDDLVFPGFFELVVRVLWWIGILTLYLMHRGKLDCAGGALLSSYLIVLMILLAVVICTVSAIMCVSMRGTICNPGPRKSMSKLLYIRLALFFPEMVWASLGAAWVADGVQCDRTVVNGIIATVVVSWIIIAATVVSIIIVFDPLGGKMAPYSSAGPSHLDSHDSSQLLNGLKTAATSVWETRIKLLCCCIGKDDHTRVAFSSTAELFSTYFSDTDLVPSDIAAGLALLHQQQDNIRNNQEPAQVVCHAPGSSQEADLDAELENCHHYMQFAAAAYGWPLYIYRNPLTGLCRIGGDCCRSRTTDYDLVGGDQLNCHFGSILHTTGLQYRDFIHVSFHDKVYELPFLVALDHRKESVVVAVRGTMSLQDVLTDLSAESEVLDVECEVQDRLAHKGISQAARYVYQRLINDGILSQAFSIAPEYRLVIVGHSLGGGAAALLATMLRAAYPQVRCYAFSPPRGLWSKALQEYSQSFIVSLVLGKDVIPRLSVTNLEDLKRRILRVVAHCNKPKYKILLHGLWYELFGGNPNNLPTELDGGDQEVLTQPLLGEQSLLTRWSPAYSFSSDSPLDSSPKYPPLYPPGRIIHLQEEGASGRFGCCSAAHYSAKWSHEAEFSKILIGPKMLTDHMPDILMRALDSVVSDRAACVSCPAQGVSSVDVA
V-ATPase pHluor: alters yeast V-ATPase proton transport; S. cerevisiae, pHLuorin cytosolic pH fluorescence; response, % at 10 µM; 0.37% of 350,000 active; in the data active = response mostly above about 7.3%, no sharp cut-off; inactive = mostly below about 5.4%; note: actives read high; inactives centre near 0; some compounds called inactive have numbers as strong as hits; reference of the scale not given here
An asterisk follows results filed as active; i = inactive; x = not tested or not shown.

Values in the order: PKA-R2B activ | MOR-DOR ag | Pemphigus Ab inh | HTR5A ag | HTR5A inv ctr | Arr AP2 block | MOR-DOR inv ag | PKA-R1A act | DAGLB inh | V-ATPase pHluor
- CN(C)c1cc[n+](CC(O)C[n+]2ccc(N(C)C)cc2)cc1
    4.8 | -1.1 | 97.3 | -5.6 | 3.5 | 19.1 | 5.8 | 5.1 | -3.0 | 3.8
- Cc1ccc(/C=C2/C(=O)NC(=O)N(CCc3ccc(F)cc3)C2=O)o1
    24.2* | 0.9 | 95.6 | 0.3 | -0.8 | -0.8 | -4.8 | 8.3 | 14.2 | 0.2
- O=[N+]([O-])c1cccc2c([N+](=O)[O-])cccc12
    3.0 | 3.0 | 102.4 | -0.9 | 3.9 | 0.5 | -16.1 | -9.8 | -1.1 | 2.1
- CCN(CC)c1ccc(N=Cc2c(O)n(CCC3=CCCCC3)c(=O)[nH]c2=O)cc1
    1.9 | -3.0 | 111.4 | -0.7 | -11.9 | 17.3 | 14.7 | -2.5 | -0.4 | -7.2
- Cc1ccc(-c2nn(Cc3ccccc3)cc2C=O)cc1
    6.3 | 1.7 | x | 0.8 | -21.4 | 2.8 | -9.3 | -3.4 | -4.8 | -2.0
- Cc1cc(NC(=O)CCl)on1
    1.8 | 0.8 | 98.9 | -0.5 | 1.2 | -4.2 | -3.9 | -0.9 | -1.3 | -0.7
- O=C(COc1ccc(S(=O)(=O)N2CCCCC2)cc1)N1CCN(Cc2ccccc2)CC1
    3.6 | -1.0 | x | -0.6 | 3.0 | 2.2 | 4.1 | -5.0 | 0.8 | -4.0
- O=c1[nH]c(=S)n(-c2ccccc2)c(O)c1/C=N/N1CCCCC1c1cccnc1 (configuration not stated)
    3.4 | 0.2 | 96.4 | 11.1 | -3.7 | -18.3 | -0.8 | -7.0 | 2.0 | 2.8
- CCN1C[C@]2(CO)CC[C@H](OC)[C@@]34C2[C@H](OC)[C@@](O)(C13)[C@@]1(O)C[C@H](OC)[C@H]2C[C@@H]4[C@@H]1[C@H]2OC
    -7.2 | -1.4 | 88.0 | 1.6 | -5.8 | -1.4 | 7.0 | 5.7 | -1.0 | 2.5
- Cc1ccc(C(=O)Nc2ccc(-n3ccnc3P(=O)(O)c3ccccc3)cc2)cc1
    -4.7 | -2.3 | 99.9 | -9.8 | 21.6 | 16.5 | 11.3 | -10.4 | -0.6 | -3.9
- C#CC[N+]1(C)[C@@H]2CC(OC(=O)C(CO)c3ccccc3)C[C@H]1C(O)C2 (some centres not stated)
    -8.9 | -4.6 | 107.9 | -4.3 | 15.5 | -3.0 | 21.6 | 5.0 | -1.5 | 0.8
- CCC1(CC)C(=O)N(C)C(=O)NC1=NC
    1.1 | -1.4 | x | -1.7 | 18.2 | -20.0 | 6.9 | 4.2 | 0.3 | -2.7
- CCC1(CC)C(=N)N(C)C(=O)NC1=O
    -0.8 | -1.2 | 105.9 | 0.0 | -24.0 | -0.2 | 6.5 | -6.0 | 2.2 | -1.0
- O=C1NC(=O)N(CCNc2ncc(C(F)(F)F)cc2Cl)C(=O)C1/C=N/OCc1c(F)cccc1Cl (configuration not stated)
    2.1 | 0.0 | 103.0 | 7.3 | -18.7 | -12.4 | 0.1 | -2.8 | 3.2 | 1.8
- CCCCSP1(=S)NCCCN1
    -1.9 | -3.6 | x | 3.7 | -8.8 | 0.9 | 14.9 | -2.8 | -4.5 | 1.0
- Cc1cc(C)c(NC2=NCCS2)cc1C
    4.2 | x | 99.4 | x | x | x | x | 8.3 | -0.7 | 0.1
- CCNc1nc2[nH]c(=O)c3c(c2s1)OC(N)=C(C#N)C3c1cccs1 (configuration not stated)
    5.7 | -2.4 | 100.7 | 3.4 | -8.6 | 32.3 | 12.0 | 5.3 | -0.4 | 0.0
- COc1cccc(CN2CCN(C(=O)COc3ccc4ccccc4c3)CC2)c1
    -2.2 | 2.0 | 107.5 | -6.5 | 19.1 | -2.9 | -11.5 | 0.8 | -3.8 | 3.6
- O=C1OC(c2ccc(Br)cc2)=N/C1=C\N1CC2CC(C1)c1cccc(=O)n1C2 (configuration not stated)
    0.5 | -1.1 | 85.1 | -3.2 | 0.9 | 13.5 | 5.5 | 2.8 | 1.6 | 2.3
- C[C@H](CO)N1C[C@H](C)[C@@H](CN(C)C(=O)Oc2cccc3ccccc23)OCc2cn(nn2)CCCC1=O
    -4.9 | x | x | x | x | x | x | -10.3 | -1.3 | 2.0
- CC1CN(c2cc([N+](=O)[O-])ccc2Cl)CC(C)N1 (configuration not stated)
    -6.2 | -0.6 | 108.0 | 2.0 | -0.4 | -0.5 | 4.0 | -12.6 | -1.1 | -5.4
- Nc1cnn(-c2ccccc2)c(=O)c1Cl
    2.0 | -0.6 | 110.5 | -3.5 | 10.3 | -2.7 | 3.4 | -0.8 | 0.5 | 1.7
- O=C(c1ccc(C(F)(F)F)cc1)C1CCCN(C2CCSCC2)C1 (configuration not stated)
    3.6 | 1.7 | 104.2 | 2.4 | -6.8 | -3.6 | -9.6 | -3.4 | 0.2 | 2.2
- CC(C)[C@H]1C(=O)O[C@@H]2CCN3CC=C(COC(=O)[C@](C)(O)[C@]1(C)O)[C@H]23
    -1.5 | -3.2 | 101.4 | -3.2 | 11.5 | 5.9 | 14.4 | -3.4 | -1.9 | -2.7
- CN(C)c1ccc(C=C2C(=O)NC(=O)NC2=O)cc1
    -11.2 | -3.4 | 111.5 | -1.4 | 5.6 | -3.9 | 16.4 | 5.3 | -0.4 | 2.2
- CC(C)CCNC(=O)c1cc(C(=O)c2cc(F)ccc2O)cn(CCC(C)C)c1=O
    13.6 | -1.0 | 99.6 | -0.6 | 1.5 | 6.1 | 5.0 | 0.2 | -1.4 | 0.7
- CCCCCc1nc2ccccc2c(=O)n1-c1ccc(Cl)cc1[N+](=O)[O-]
    -7.6 | 1.7 | 101.4 | 0.8 | -1.7 | -0.3 | -9.1 | 8.5 | 0.7 | -4.2
- COc1ccc(C(CNC(=O)CCc2ccsc2)N(C)C)cc1 (configuration not stated)
    0.9 | 404.6* | x | 2.0 | 12.8 | 6.6 | i | -6.6 | -5.9 | 5.9
- CC(=NCc1cccnc1)c1c(O)n(-c2ccc(Cl)cc2)c(=O)[nH]c1=O
    -5.3 | -3.7 | 107.3 | -0.5 | -4.9 | 9.7 | 19.4 | 1.7 | -0.1 | -4.4
- Cc1ccccc1-n1c(C)cc(/C=C2/C(=O)NC(=O)N(Cc3ccco3)C2=O)c1C
    0.8 | 3.2 | 106.7 | -1.9 | 5.1 | -0.8 | -16.5 | -7.4 | 4.0 | 5.2
- Cc1c(O)ccc(C(=O)CN2CC(C)OC(C)C2)c1O (configuration not stated)
    2.5 | -1.1 | 101.8 | -2.9 | 16.6 | 5.8 | 5.8 | 5.6 | -1.0 | 0.1
- N#CC1c2ccccc2-n2nncc2CN1C(=O)CCc1ccccc1 (configuration not stated)
    6.8 | -2.2 | 107.0 | 0.9 | -3.5 | 0.0 | 10.5 | 5.7 | -1.2 | 2.5
- NCC(=O)c1ccccc1
    8.4 | -3.4 | 102.5 | -0.3 | 1.1 | -6.7 | 18.3 | -9.7 | 2.7 | -1.4
- CCOC(=O)N1CCN(C(C)C(=O)c2c[nH]c3ccccc23)CC1 (configuration not stated)
    1.7 | 4.6 | 107.8 | 4.6 | -16.3 | 1.2 | -25.1 | -5.5 | -3.6 | -1.2
- COc1ccc2[nH]c(C)c(CCNCc3cccnc3)c2c1
    -5.0 | -2.8 | x | 2.1 | -5.3 | 28.2 | 11.2 | -13.1 | -3.3 | 1.2
- O=C1NC(=O)C2(Cc3ccccc3N3CCOCC32)C(=O)N1c1ccccc1 (configuration not stated)
    -3.0 | -2.4 | 136.3 | 1.5 | -8.8 | -13.3 | 12.5 | -10.5 | 1.2 | 2.2
- COc1ccc2c3c([nH]c2c1)C(C)NCC3 (configuration not stated)
    1.9 | -0.4 | x | -0.5 | 2.3 | -0.8 | 2.0 | 8.4 | 2.7 | 2.3
- Cc1ccc2c(c1)C(c1ccccc1)=NCC(=O)N2
    7.2 | -2.0 | 116.0 | -2.4 | 8.9 | 0.4 | 9.7 | -3.2 | -1.2 | 2.2
- CN1CCN(c2ccc([N+](=O)[O-])c(N)c2)CC1
    -8.0 | 0.1 | 96.2 | -5.0 | -5.0 | 13.6 | -0.8 | 1.3 | 1.7 | 3.7
- Cc1cc(/C=C2\C(=O)NC(=O)N(c3ccc(Br)cc3)C2=O)c(C)n1C
    -1.2 | -0.8 | 96.8 | -3.6 | 9.9 | 0.2 | 6.1 | -7.5 | 1.3 | -2.1
- CCC(=NCCCn1ccnc1)c1c(O)n(-c2ccc(OC)cc2)c(=O)[nH]c1=O
    12.3 | -0.6 | x | 10.3 | -21.0 | -1.8 | 2.8 | -4.0 | -4.9 | -1.5
- CC(C)CCOP(N)(=O)Oc1ccccc1 (configuration not stated)
    -0.8 | 0.3 | 105.0 | 2.1 | -5.6 | 19.5 | -2.0 | -7.9 | -1.9 | -0.5
- COCCNC(=O)c1ccc(N2CC3CC(C2)c2cccc(=O)n2C3)c([N+](=O)[O-])c1 (configuration not stated)
    3.0 | -3.6 | 115.6 | -6.8 | 17.0 | 2.8 | 17.0 | -5.6 | 0.3 | 0.3
- CC(=O)Nc1cc(C(=O)N2CCC3(CC2)OCCO3)ccc1Sc1ccc(C)cc1
    -7.8 | -1.8 | 95.6 | 0.6 | -4.3 | 2.7 | 9.0 | -2.5 | 0.5 | 2.4
- CN1C2CCC1C(C(=O)O)C(OC(=O)c1ccccc1)C2 (configuration not stated)
    -2.8 | -1.6 | 103.7 | -1.0 | 2.3 | 8.6 | 6.3 | 2.8 | 4.0 | -1.8
- CN1C(=O)N(C)C(=O)C2(Cc3cc([N+](=O)[O-])ccc3N(C)C2)C1=O
    -1.9 | -1.0 | 121.0 | 1.9 | -5.4 | -0.3 | 5.0 | -5.0 | -0.6 | 4.6
- CN(C)CC1CSCCC1(O)c1ccccc1 (configuration not stated)
    -1.6 | -0.4 | 108.0 | 0.6 | -2.2 | -0.6 | 2.1 | -6.9 | -0.3 | 0.7
- COC(=O)C1=C(c2ccc(Cl)c(C(F)(F)F)c2)C[C@@H]2CC[C@H]1N2C(=O)NCc1ccc2c(c1)OCO2
    -5.7 | -0.9 | 107.8 | -2.6 | -14.5 | -3.9 | 4.8 | -10.5 | 0.3 | -7.0
- COC(=O)C1=C(c2cccc(C#N)c2)C[C@@H]2CC[C@H]1N2C(=O)NCc1ccc(F)cc1
    -0.7 | -2.6 | 95.4 | 1.6 | 4.6 | -3.7 | 12.2 | -11.7 | 1.7 | -1.1
- Cc1ccsc1C(=O)C1CCCN(Cc2ccc(-n3cccn3)cc2)C1 (configuration not stated)
    -1.7 | -0.5 | 101.8 | 2.0 | -0.7 | 9.0 | 2.4 | -0.1 | -2.3 | -3.1
- O=c1[nH]c(=O)n(CCc2ccc(F)cc2)c(O)c1C=NCCCn1ccnc1
    -3.8 | -3.3 | 110.2 | 1.5 | -8.0 | 22.1 | 18.6 | -3.4 | 1.4 | 0.6
- O=c1[nH]c(O)c(N=Nc2ccc([N+](=O)[O-])cc2)c(=O)[nH]1
    0.0 | -0.2 | 98.1 | -0.9 | -12.7 | -7.5 | 1.4 | -8.9 | -0.9 | -4.5

Screening results from PubChem.

The list is partial (hit frequency here may not be typical).
